Screens deposited in PubChem by National Center for Advancing Translational Sciences (NCATS).
AMA1 RON2 block = disrupts binding of P. falciparum AMA1 to RON2; AID 720542; AlphaScreen AMA1-biotinylated RON2 peptide binding; Potency, µM (doses to about 58.2 µM), for inactives: at the highest dose activity change, negative = inhibition, hits mostly inhibitors; hit rate 0.2% among 360,000;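 note: potency is the fitted concentration of half-maximal effect; 0% = vehicle wells and -100% = peptide control; nearly all actives have a fitted effect of over 45% in size; some results filed as inactive show a strong effect at the top dose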
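AMA1 (3D7) with his tag at 25 nM final met compounds first, then biotinylated RON2 peptide at 25 nM; detection used donor plus acceptor beads, 10 µg/mL apiece, read by AlphaScreen after 30 min at room temperature.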
HCV inh = blocks hepatitis C virus; hit rate 3.4% among 340,000; Huh7.5.1 HCVcc-Cre infection, luciferase reporter, 44 h; Potency, µM (series often up to 41.8 µM), for inactives: at the top dose activity change, negative = inhibition, usual class: inhibitors; note: potency is the fitted concentration of half-maximal effect
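Seed cells (1,000/well) for 4 h; treat with compound and infect with HCVcc-Cre, moi about 0.5. Incubate 44 h, then detect luciferase activity.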
HCMV antiviral = inhibitors of human cytomegalovirus. activity change, negative = inhibition, % at 57.5 µM. HFF cells, HCMV-luciferase reporter, 72 h; stronger effect = lower value. hit rate 4.5% among 410,000; in the data active = activity change below about -60%; inconclusive = no clear call, values can overlap the other calls; inactive = above about -39%
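Luciferase read-out from HCMV-luciferase-infected HFFs (MOI 1 PFU/cell) 72 h post infection at 37C; compounds added after 16 h cell attachment; activity normalized between buffer-only basal and Salinomycin (10uM) inhibitor controls.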
AmpC detergent = blocks E. coli AmpC beta-lactamase in detergent assay. AmpC hydrolysis of nitrocefin, absorbance 480 nm, 0.01% Triton. P00811. Potency, µM (titrated, usually from 114 µM), inactives show at the top dose activity change, negative = inhibition, most hits filed as inhibitors. hit rate 0.041% among 370,000. AID 485294;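 note: potency is the fitted concentration of half-maximal effect; 0% = no-compound wells and -100% = no-enzyme wells; nearly all actives have a fitted effect of over 25% in size; some results filed as inactive show a strong effect at the top dose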
Target sequence (P00811 whole entry, looked up): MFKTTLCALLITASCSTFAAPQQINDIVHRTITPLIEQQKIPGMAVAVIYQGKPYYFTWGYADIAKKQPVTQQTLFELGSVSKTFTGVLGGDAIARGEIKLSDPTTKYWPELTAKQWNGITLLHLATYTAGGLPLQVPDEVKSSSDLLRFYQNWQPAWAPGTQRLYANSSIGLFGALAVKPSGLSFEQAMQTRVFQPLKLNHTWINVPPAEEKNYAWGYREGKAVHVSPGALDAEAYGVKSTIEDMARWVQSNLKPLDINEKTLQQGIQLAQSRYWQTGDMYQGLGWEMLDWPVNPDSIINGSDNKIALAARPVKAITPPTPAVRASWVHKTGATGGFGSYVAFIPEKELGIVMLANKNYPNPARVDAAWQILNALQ
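20 mM phosphate pH 7.0 + 0.01% (detergent screen) or 0.0001% Triton X-100; 5.3 nM AmpC reagent; cpd preinc 15 min RT; nitrocefin (800 uM stock) to start; A480 q20 s × 4 min; Activity was normalised to no-enzyme and no-compound control wells.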
Sm TGR block = inhibitors of Schistosoma mansoni thioredoxin glutathione reductase. Q962Y6. Potency, µM (titrated, usually from 114 µM), for the others: top-dose activity change, negative = inhibition, most hits filed as inhibitors. hit rate 3% among 360,000. purified TGR, DTNB reduction, TNB absorbance 405 nm; note: potency is the fitted concentration of half-maximal effect; nearly all actives have a fitted effect of over 60% in size
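TGR 20 nM + NADPH 100 uM (dispensed conc.), cpd preinc 15 min RT; start with NADPH (500 uM addition) then DTNB (15 mM addition). Kinetic TNB absorbance, 405 nm filter. Four-parameter Hill fit across titration.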
FBPA Giardia inh = Giardia lamblia aldolase inhibition | A8B2U2 | hit rate 0.71% among 290,000 | purified Giardia FBPA | AID 2451 | Potency, µM (highest dose often 59.6 µM), without a hit: at the top dose activity, negative = inhibition, usual class: inhibitors; note: potency is the fitted concentration of half-maximal effect; nearly all actives have a fitted effect of over 55% in size
Target sequence (A8B2U2 whole entry, looked up): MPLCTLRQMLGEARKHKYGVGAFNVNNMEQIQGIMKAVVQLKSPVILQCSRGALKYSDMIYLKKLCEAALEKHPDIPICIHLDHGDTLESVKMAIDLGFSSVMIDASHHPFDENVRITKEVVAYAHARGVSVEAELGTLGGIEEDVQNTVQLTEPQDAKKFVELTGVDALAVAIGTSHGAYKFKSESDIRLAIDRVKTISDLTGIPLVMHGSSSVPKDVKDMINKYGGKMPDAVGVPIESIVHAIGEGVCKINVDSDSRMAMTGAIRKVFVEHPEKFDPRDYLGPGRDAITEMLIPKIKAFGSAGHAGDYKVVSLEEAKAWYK
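Giardia FBPA (40 nM reagent) was preincubated 10 min at RT with compound (up to 57.5 uM final), then substrate plus GAPDH/TPI/NAD/arsenate coupling system with diaphorase/resazurin was added; resorufin fluorescence (525/598 nm) was read after 20 min.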
An asterisk follows results filed as active; ? = inconclusive; / = not tested or not shown; & = joins results of further samples; ! = not confirmed by another sample; [ ] = another dose, or the depositor's remark. Unless noted, calls come from the whole dose curve; as a rule, active = well fitted curve in the direction sought with a large enough effect; inconclusive = small, poorly fitted or top-dose-only effect, or another doubt; inactive = no such curve, though single readings can be large; an effect the other way counts as inactive or inconclusive. Unless noted, % is set by controls: 0 for no effect and ±100 for the full control effect.

SMILES	AMA1 RON2 block	HCV inh	HCMV antiviral	AmpC detergent	Sm TGR block	FBPA Giardia inh
CC(C)Cc1cc(C(=O)N2CCC(N3CCC(C(=O)N4CCOCC4)CC3)CC2)n[nH]1	2%	11%	-23	6%	0%	-2%
CCSc1nc(O)cc(=O)[nH]1	-2%	-17%	-4	3%	5%	-2%
Cn1c(-c2cccc(F)c2)nc2c1c(=O)[nH]c(=O)n2Cc1ccccc1	20%	0%	31	-13%	-15%	-3%
C[C@H]1CN=C(N(C)C)N1CCC1CCCC1	-8%	-58%	9	?	0%	/
CCOc1ccc(CCNC(=O)C2CCN(c3nnc(-n4cccc4)s3)CC2)cc1OCC	0%	?	-20	-6%	6%	3%
CCCCN(CC)CCNc1c(N2CCN(C(=O)OCC)CC2)c(=O)c1=O	6%	-9%	42	-18%	-2%	-1%
CC(Sc1nnc(Cc2cccs2)n1C1CCCCC1)C(=O)NCc1ccco1 (stereo unspecified)	3%	22%	25	?	50µM*	1%
Cc1ccc(CNC(=O)C2CCC(CNc3nc(=S)[nH]c4ccccc34)CC2)cc1 (stereo unspecified)	48%[activator]	?	-17	?	1%	4%
CCOC(=O)c1cccc(NC(=O)CCn2nnc3ccccc32)c1	0%	?	20	?	3%	-2%
Cc1ccc(-n2c(=O)c3c(cnn3C)n(Cc3ccc(Cl)cc3)c2=O)cc1	/	/	-2	16%	5%	/
CC(C)Cc1nc2sc3c(=O)[nH]cnc3c2c2c1CCCC2	-1%	3%	-35	0%	8%	4%
Cc1ccccc1NC(=S)NNC(=O)c1ccoc1C	58%[activator]	/	37	-1%	-3%	-1%
Cc1ccccc1-c1ccc(=O)n(CC(=O)Nc2ccc(C(=O)N3CCCC3)cc2)n1	-1%	-3%	24	?	11%	5%
COC(=O)CSc1nnc(NC(=O)/C=C\c2ccc3c(c2)OCO3)s1	8%	6%	-15	-2%	0%	6%
Cn1c(SCC(=O)N2c3ccccc3Sc3ccccc32)nnc1-c1ccco1	7%	-9%	-36	2%	?	7%
CC1CCN(S(=O)(=O)c2ccc3c(c2)N(CC(=O)NCCN(C)C)C(=O)CS3)CC1	/	/	0	3%	-16%	/
NS(=O)(=O)c1ccc(NC(=O)CSc2ccc3ccccc3n2)cc1	4%	-14%	-11&-17	10%&5%	12%&5%	2%
Cc1ccc(NC(=O)c2nn(C34CC5CC(CC(C5)C3)C4)cc2[N+](=O)[O-])cc1	-7%	?	-76*	-2%	21%	11%
CCOc1ncccc1C(=O)Nc1ccc(C)cn1	-1%	-29%	/	8%	0%	/
COc1ccccc1CNC(=O)C(=O)Nc1ccc(C(=O)N2CCC(C)CC2)cc1	-3%	-6%	-5	3%	5%	9%
Clc1cccc(N2CCNCC2)n1	-3%	2%	-27	0%	/	0%
Cc1ccc(S(=O)(=O)N(C)Cc2ccccc2)cc1C(=O)N1CCCCC1	-4%	/	?	-9%	2%	/
COc1ccc(CC(=O)NCC2CCCN(Cc3ccc(OC)cc3F)C2)cc1 (stereo unspecified)	0%	-2%	-3	-4%	0%	7%
CCn1nnc(NC(=O)Cc2ccc(Cl)cc2)n1	5%	-9%	0	0%	15%	1%
CCCn1c(C)cc(C)c(C#N)c1=O	24%	0%	-7	?	-1%	7%

Six successive compounds out of the list so far, quoted:
SMILES	AMA1 RON2 block	HCV inh	HCMV antiviral	AmpC detergent	Sm TGR block	FBPA Giardia inh
COc1ccccc1CNC(=O)C(=O)Nc1ccc(C(=O)N2CCC(C)CC2)cc1	-3%	-6%	-5	3%	5%	9%
Clc1cccc(N2CCNCC2)n1	-3%	2%	-27	0%	/	0%
Cc1ccc(S(=O)(=O)N(C)Cc2ccccc2)cc1C(=O)N1CCCCC1	-4%	/	?	-9%	2%	/
COc1ccc(CC(=O)NCC2CCCN(Cc3ccc(OC)cc3F)C2)cc1 (stereo unspecified)	0%	-2%	-3	-4%	0%	7%
CCn1nnc(NC(=O)Cc2ccc(Cl)cc2)n1	5%	-9%	0	0%	15%	1%
CCCn1c(C)cc(C)c(C#N)c1=O	24%	0%	-7	?	-1%	7%

(listing goes on)
SMILES	AMA1 RON2 block	HCV inh	HCMV antiviral	AmpC detergent	Sm TGR block	FBPA Giardia inh
CCn1c(SCC(=O)Nc2c(C)cccc2C)nnc1-c1nonc1NC(C)=O	/	/	-2	9%	12%	/
CC(=O)N1N=C(c2cccc([N+](=O)[O-])c2)OC1c1ccc(Cl)cc1Cl (stereo unspecified)	-28%	10µM*	30	?	4%	1%
O=C(O)c1ccc2c(c1)C(=O)N([C@H](Cc1ccc3ccccc3c1)C(=O)O)C2=O	/	/	/	?	-3%	23%
CC(OC(=O)CNC(=O)C12CC3CC(CC(C3)C1)C2)C(=O)Nc1ccc(S(N)(=O)=O)cc1 (stereo unspecified)	14%	0%	-27	1%	-4%	0%
CC(=O)C1=C(O)C(=O)N(C)C1c1ccccc1F (stereo unspecified)	2%	23%	12	-12%	-1%	-1%
CCOC(=O)N1CCN(c2c(NCc3ccccn3)c(=O)c2=O)CC1	38%[activator]	16%	6	-10%	0%	2%
C=CCN1C(=O)CS/C1=N\S(=O)(=O)c1ccc(Cl)cc1	0%	15%	16	-3%	2%	4%
C#CCN(Cc1ccccc1)S(=O)(=O)C=C	-1%	10%	-5	6%	-36%	/
Cc1ccc(C)c(NC(=O)C2CCCN2C(=O)NC2CCCCC2)c1 (stereo unspecified)	-2%	14%	17	4%	0%	6%
N=c1c2c(-c3ccccc3)c(-c3ccccc3)n(Cc3ccco3)c2ncn1CCCO	-26%	-90%	-32	2%	28µM*	13%
Nc1ncnc2c1ncn2[C@@H]1O[C@H](CNCc2c(OCc3ccccc3F)ccc3ccccc23)[C@@H](O)[C@H]1O	-4%	?	?	/	/	/
C(=NC1CCCCC1)c1c[nH]c2ccccc12	0%	8%	12	/	/	/
Cc1ccc(C(c2nnnn2CC2CCCO2)N2CCN(c3cccc(C)c3C)CC2)cc1 (stereo unspecified)	-9%	11µM*!	32	-8%	-2%	1%
Cc1ccc(Cl)cc1NC(=O)C(C)n1nnc2sc(-c3ccccc3)cc2c1=O (stereo unspecified)	/	/	18	13%	-5%	/
CCOc1ccc(NS(=O)(=O)c2ccc(C(=O)NCCN3CCOCC3)cc2)cc1	-6%	?	-19	-1%	1%	/
COc1ccc(-n2c(COc3ccc4c(c3)OCO4)nnc2SCC(=O)O)cc1	-2%	24%	-5	9%	0%	?
CCOC(=S)NC(=O)c1sc2ccccc2c1Cl	43%[activator]	11%	18	5%	3%	?
O=C(/C=C/c1ccco1)Nc1ccc(Oc2ccccc2)cc1	-18%	14µM*	-36	4%	-7%	-18%
O=C(CSc1ccc2c(c1)OCCO2)Nc1ccc(Br)cn1	1%	?	31	1%	-15%	/
O=C(O)C[C@H]1c2cc(C(F)(F)F)ccc2S(=O)(=O)N1Cc1ccccc1	19%	4%	-10	/	/	/
C=CCn1c(SCC(=O)Nc2cccnc2Cl)nnc1-c1ccc(Cl)cc1	-12%	-4%	-37	-14%	-11%	4%
COc1ccc(OC)c2c1sc(=NC(=O)C(C)(C)C)n2C	-7%	10µM*	-7	1%	1%	0%
O=C1CSC2(C(=O)N3CCCc4cccc2c43)N1c1cccc(C(F)(F)F)c1 (stereo unspecified)	-13%	-19%	/	-12%	3%	-2%
Cc1cccc(N2CCN(C(=O)c3c(C)oc4nc(C)nc(N5CCCC5)c34)CC2C)c1 (stereo unspecified)	/	/	-31	21%	1%	/
N#Cc1ccc(NC(=O)COC(=O)CNC(=O)C2CCCCC2)cc1	3%	5%	2	5%	9%	0%

(continued)
SMILES	AMA1 RON2 block	HCV inh	HCMV antiviral	AmpC detergent	Sm TGR block	FBPA Giardia inh
CCOc1ccc(Br)cc1C(=O)N/N=C/c1c[nH]c2ccccc12	4%	13µM*	13	1%	1%	9%
CCOC(=O)Cc1csc(NC(=O)COc2cccc(C)c2)n1	-2%	?	-19	4%	9%	0%
COc1ccc(N(C(=O)C(C)C)S(=O)(=O)c2ccc3ccccc3c2)cc1	5%	-4%	-11	-14%	7%	1%
NC(N)=NN=C(c1ccc(F)cc1)c1ccc(C(F)(F)F)cc1	23%	?	-77*	/	/	/
CN(Cc1cccc(F)c1)C(=O)CSc1nnnn1C1CC1	-1%	1%	-13	?	5%	/
Cc1ccc2nc(-c3ccccc3)cc(C(=O)O)c2c1	-7%	1%	22	-10%	0%	-14%
COc1ccccc1NC(=O)CCN1C(=O)c2ccccc2C1=O	12%	-2%	7	-17%	-22%	1%
COc1ccc(OC)c(-c2csc(NC(=O)Cc3cc(OC)c(OC)c(OC)c3)n2)c1	7%	11µM*	-37	-4%	5%	-5%
COc1ccc(OC)c(NC(=O)c2cccnc2Sc2cc(C)ccc2C)c1	-7%[2.32 µM]	?	-26	3%	-6%	3%
CC(=O)Oc1ccc(-c2csc(Nc3cccc(C)n3)n2)cc1	11%	?	123	-10%	-5%	4%
O=C(OC1CCOC1=O)c1ccc(Cl)c(S(=O)(=O)N2CCOCC2)c1 (stereo unspecified)	-1%	11%	?	1%	7%	/
COCCCn1c(SCC(=O)NC2CCCC2)nnc1-c1cccs1	7%	15%	-25	-11%	-2%	-8%
Cc1cccc(CN2C(=O)c3ccccc3Sc3ccc(C(=O)NC4CCCCC4)cc32)c1	/	/	10	8%	9%	/
Cc1ccc(S(=O)(=O)N2CCC(C(=O)NCCN3CCOCC3)CC2)cc1C	-1%	12%	-9	-5%	-27%	/
Cc1ccc(NC(=O)c2ccc(C(C)(C)C)cc2)cc1-n1cnnn1	-2%	?	-37	-3%	-4%	7%
CCOC(=O)C1CCN(C(=O)CSc2n[nH]c(-c3ccccc3)n2)CC1	/	/	17	22%	3%	/
CCN(CC)c1ccc(NC(=O)Cn2nc(C)n3cccc3c2=O)c(C)c1	/	/	-1	24%	4%	/
NCC(c1ccco1)c1c[nH]c2ccccc12 (stereo unspecified)	6%	?	37	-16%	-1%	-28%
COc1ccccc1C1(O)C(=O)Nc2ccccc21 (stereo unspecified)	15%	14%	-4	0%	11%	-6%
CCOC(=O)c1sc(NC(=O)Nc2cccc(Cl)c2)cc1C	-7%	?	-95*	2%	8%	0%
COc1ccc(-c2[nH]c(-c3ccc(Cl)cc3)nc2SCC(=O)NCC2CCCO2)cc1 (stereo unspecified)	/	/	-10	18%	1%	/
O=C(N/N=C\c1ccc([N+](=O)[O-])o1)C1COc2ccccc2O1 (stereo unspecified)	10%	?	-84*	-5%	?	-19%
CCOCCCNC(=O)Cn1cnc2sc(C)c(S(=O)(=O)N3CCN(c4ncccn4)CC3)c2c1=O	-6%	6%	92	-4%	10%	2%
Cc1cc(C)cc(NC(=O)CCOc2ccccc2)c1	-3%	-1%	2	0%	-1%	0%
Cc1ccc(N(C)C(=O)c2ccc(CNc3c(N4CCC(C)CC4)c(=O)c3=O)cc2)cc1	-2%	-4%	-31	5%	14%	5%
O=C(CN(Cc1ccccc1)S(=O)(=O)c1ccc(F)cc1)NCCC1=CCCCC1	1%	?	-9	-1%	8%	1%
O=C(NCc1ccccc1)c1cccc(NS(=O)(=O)c2cccc3cccnc23)c1	8%[2.32 µM]	-4%	?	-10%	0%	2%
